Screening data as filed in PubChem.
S3 lipid droplet – qHTS Assay for Lipid Storage Modulators in Drosophila S3 Cells | Drosophila S3 cells, BODIPY lipid droplet fluorescence, 18-24 h; cells fed with added oleic acid | Potency in µM for hits, for the others lipid storage change, negative = inhibition, % at the top dose, mostly 46.1 µM | actives 0.64% (n = 320,000); active = well fitted inhibition curve with a large enough effect in the signal ratio, with a control signal flat, not every such curve was filed as active; inconclusive = small, poorly fitted or top-dose-only effect, or effect the other way, or a change in a side signal; the % refers to the signal ratio
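Drosophila S3 cells loaded with oleic acid (400 uM, as added) and compounds at several concentrations; lipid droplets imaged by 488-nm laser-scanning cytometry, 500–530 nm intensity and object ratio to cell channel. Percent activity normalized to 20 uM Triacsin C.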
S3 lipid droplet cell count max – second read-out of S3 lipid droplet, no call of its own (marks repeat the call); cell number change, %; measured here: cell count max response;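 cells counted by Cell Tracker Red CMTPX staining in the red channel; peak over a dose series mostly up to 46.1 µM; percent activity relative to internal control wells on each plate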
Numbers without * were called inactive; i = inactive; ? = inconclusive; · = not tested or not shown. % is set by controls: 0 for no effect and ±100 for the full control effect; potency is the fitted concentration of half-maximal effect. An excerpt, so the mix of outcomes need not match the whole.

SMILES	S3 lipid droplet	S3 lipid droplet cell count max
CC1C/C(=C/c2cccn2C)C(=O)/C(=C/c2cccn2C)C1 (stereo not given)	?	·
CCOc1ccc(NC(=O)CSc2nnc(Cc3ccccc3)c(=O)n2N)cc1	?	·
O=[N+]([O-])c1ccc(Sc2ccccc2)nc1	?	·
Cc1ccc(C)c(NC(=O)NCCN2CCCCC2)c1	?	·
Cc1ccc(CN2C(=O)C(=O)N(CC(N)=O)C2=O)cc1	?	·
CC(=O)N1CCc2cc(S(=O)(=O)NCCC(=O)NCCc3ccc(C)cc3)ccc21	?	·
Cc1cc2nc(/C=C/c3cccnc3)[nH]c2cc1C	?	·
CC(C)C(=O)Nc1cccc(C(=O)Nc2ccc(S(=O)(=O)N3CCOCC3)cc2)c1	13µM*	-1.6*
Cc1c(NC(=O)CC2NC(=O)NC2=O)c(=O)n(-c2ccccc2)n1C (stereo not given)	?	·
CCN(CC)S(=O)(=O)c1ccc(NC2CCN(Cc3ccccc3)CC2)nc1	?	·
CN1CCN(c2ccc(NC(=O)c3ccc4c(c3)OCCO4)cc2Cl)CC1	-21.9%	16.6
Cc1cc(C(=O)CSc2nnc(N)s2)c(C)n1C1CC1	?	·
CCOc1ccc(NC(=O)Cc2ccccc2)c([N+](=O)[O-])c1	14.6%	-7.3
COc1cc(/C=N/NC(=O)c2ccc(CN3C(=O)c4cccc5cccc3c45)cc2)cc(OC)c1O	3.26µM*	-19.2*
CCCC12C(=O)C(C)(C(c3ccccc3)=C1c1ccccc1)C1C(=O)N(c3ccc(C)cc3)C(=O)C12 (stereo not given)	?	·

Continued (6 carried over from the part before).
SMILES	S3 lipid droplet	S3 lipid droplet cell count max
CCN(CC)S(=O)(=O)c1ccc(NC2CCN(Cc3ccccc3)CC2)nc1	?	·
CN1CCN(c2ccc(NC(=O)c3ccc4c(c3)OCCO4)cc2Cl)CC1	-21.9%	16.6
Cc1cc(C(=O)CSc2nnc(N)s2)c(C)n1C1CC1	?	·
CCOc1ccc(NC(=O)Cc2ccccc2)c([N+](=O)[O-])c1	14.6%	-7.3
COc1cc(/C=N/NC(=O)c2ccc(CN3C(=O)c4cccc5cccc3c45)cc2)cc(OC)c1O	3.26µM*	-19.2*
CCCC12C(=O)C(C)(C(c3ccccc3)=C1c1ccccc1)C1C(=O)N(c3ccc(C)cc3)C(=O)C12 (stereo not given)	?	·
CC(C)(C)c1ccc(-c2nn(CCC#N)cc2/C=N/O)cc1	?	·
Cn1c(N)c(C(=O)COC(=O)c2cc(-c3ccco3)nc3ccccc23)c(=O)n(Cc2ccccc2)c1=O	-5.6%	-16.3
Cn1c(=O)n(CC(=O)Nc2ccccc2)c2ccccc21	?	·
Nc1nnnn1/N=C/C=C/c1ccccc1	?	·
COc1ccc(-c2nnc(SCC(=O)c3ccc[nH]3)n2-c2ccccc2)cc1	12.2%	10.7
Cc1ccc(CNC(=O)C2CC(=O)N(C3CCCCCCC3)C2)cc1 (stereo not given)	?	·
Cc1cc(C)n2nc(C(=O)N3CCOCC3)nc2n1	4.7%	16.7
CCCCC[C@H](O)/C=C/[C@@H]1[C@@H](C/C=C\CCCC(=O)O)[C@H]2CO[C@@H]1C2	-0.6%	17.3
CC1(C)NC(=O)N(CC(O)COc2ccccc2[N+](=O)[O-])C1=O (stereo not given)	0.4%	11.2
COc1ccc(S(=O)(=O)N2CCCCC2)cc1NC(=O)c1ccc(=O)[nH]c1	?	·
COP(=O)(OC)C(NC(=O)Nc1ccccc1)c1ccccc1 (stereo not given)	-9.1%	·
CCOC(=O)C1=C(C)OC(N)=C(C#N)C1c1ccoc1 (stereo not given)	20.3%	4.9
CCCc1nc2ccccc2c(C(=O)OCC(=O)Nc2c(C)n(C)n(-c3ccccc3)c2=O)c1CC	13.3%	12.3
Cc1cc(-c2ccccc2)c2nncn2n1	i	·
COc1ccccc1Oc1cc(C#N)c(C#N)cc1-n1nnc2ccccc21	-0.9%	-29.3

Shown with each value named: part of the list above
Cn1c(N)c(C(=O)COC(=O)c2cc(-c3ccco3)nc3ccccc23)c(=O)n(Cc2ccccc2)c1=O
  S3 lipid droplet = -5.6%
  S3 lipid droplet cell count max = -16.3
COc1ccc(-c2nnc(SCC(=O)c3ccc[nH]3)n2-c2ccccc2)cc1
  S3 lipid droplet = 12.2%
  S3 lipid droplet cell count max = 10.7

The listing continues.
SMILES	S3 lipid droplet	S3 lipid droplet cell count max
CCOc1ccccc1C1CC(=O)Nc2cc(OC)c(OC)c(OC)c21 (stereo not given)	10.8%	·
Cc1ccc(/C=N/NC(=O)CSc2nc3ccccc3[nH]2)o1	i	23.1
CC1CCC/C(=C\Nc2ccc(C(=O)O)c(O)c2)C1=O (stereo not given)	?	·
Cc1nc2cc(NS(=O)(=O)c3cccc4cccnc34)ccc2s1	?	·
CN(C)/C=C/C(=O)c1ccncc1	?	·
Cc1nnc(NC(=O)c2cccc(S(=O)(=O)N3CCN(C)CC3)c2)s1	?	·
CSc1nn(-c2ccc(C(=O)OCC(=O)NC(=O)NC(C)C)cc2)c(=S)s1	1.1%	·
N#Cc1ccccc1S(=O)(=O)N1CCN(C(=O)c2cc3c(s2)CCC3)CC1	?	·
COc1cccc(CNC(=O)C2CCCN(c3nc4ccccc4o3)C2)c1 (stereo not given)	15.0%	3.7
CCCCC(O)CN1CCC(c2ccccc2)CC1 (stereo not given)	?	·
COc1ccc(C2(C(=O)NCc3ccco3)CCCC2)cc1OC	-11.4%	-9.3
Cc1nc2sc(C(N)=O)c(N)c2c2c1CCCC2	?	·
CCOC(=O)c1sc(=S)n(-c2ccccc2)c1N	-10.0%	-17.5
O=C(NCCCN1CCC(Cc2ccccc2)CC1)C1CCN(S(=O)(=O)N2CCOCC2)CC1	4.2%	11.8
CCOc1ccccc1NC1=CC(=O)CC(c2ccccc2)C1 (stereo not given)	-2.6%	-11.0
COC(=O)c1nn(-c2ccc(OC)cc2)ccc1=O	7.7%	·
COCc1nc2ccccc2n1CCOc1ccccc1OC	0.3%	11.0
Cc1ccc(S(=O)(=O)N2CCC(=O)N(C(COCc3ccc(Cl)c(Cl)c3)Cc3ccccc3)CC2)cc1 (stereo not given)	29.1%	-9.2
NC(=O)CSc1oc(-c2ccco2)nc1S(=O)(=O)c1ccc(Br)cc1	?	·
CCOC(=O)c1cccc(NC(=O)CSc2nnc(CNc3ccc(C)cc3)n2CC)c1	?	·
COc1ccc(C(C(=O)NC(C)(C)C)N(C(=O)CCC(=O)Nc2cc(C)on2)c2ccc3c(c2)OCCO3)cc1 (stereo not given)	?	·
O=C1CCc2cc(S(=O)(=O)N3CCC(C(=O)NCCC4=CCCCC4)CC3)ccc2N1	?	·
CC(=O)N1CCC2(CC1)C(C#N)=C(N)Oc1n[nH]c(C)c12	2.4%	-3.9
NS(=O)(=O)c1ccc(CNC(=O)CNC(=O)c2ccc(Br)o2)cc1	1.9%	11.1
CCCNC(=O)c1cc2ccccc2c(=O)o1	1.1%	2.7
CCn1c(SCC(=O)N(C)CCC#N)nc2cc(S(=O)(=O)N3CCOCC3)ccc21	?	·
CCC(=O)N1CCN(c2ccc(NC(=S)NC(=O)C(C)C)cc2)CC1	3.1%	4.6
O=C1c2ccncc2C(=O)N1CNc1ccc(Cl)cc1	?	·
O=S(=O)(c1cccc(Cl)c1Cl)N1CCN(C(=S)NCCCN2CCOCC2)CC1	i	·
CC(C)C(NC(=O)OCc1ccccc1)C(=O)OCC(=O)NC1CC1 (stereo not given)	?	·

Individual results from the entries so far.
Entry for NS(=O)(=O)c1ccc(CNC(=O)CNC(=O)c2ccc(Br)o2)cc1 under S3 lipid droplet: 1.9%
Entry for CC(=O)N1CCC2(CC1)C(C#N)=C(N)Oc1n[nH]c(C)c12 under S3 lipid droplet: 2.4%

Next section:
SMILES	S3 lipid droplet	S3 lipid droplet cell count max
CC(=O)Nc1ccc2c(c1)CCc1ccccc1-2	?	·
COc1ccccc1NS(=O)(=O)c1cccc(C(=O)N2CCN(C(=O)c3ccco3)CC2)c1	?	·
CCN1C(=O)C(=O)N(CC(=O)N2CCC(C)Sc3ccccc32)C1=O (stereo not given)	?	·
Nc1nc(NC(=O)c2ccccc2)nn1-c1ccccc1	1.1%	7.9
Cc1ccc(NC(=O)NC(=O)CN2CCCC2c2ccc3c(c2)OCCO3)cc1C (stereo not given)	?	·
CN(C(=O)CSc1nnc(-c2n[nH]c3ccccc23)o1)c1ccccc1	?	·
CCCn1cccc(C(=O)Nc2ccc(OC)cc2)c1=O	?	·
CCOC(=O)c1nn(-c2ccccc2)c(=O)c2c(N)sc(C)c12	i	-11.5
CCCn1c(=O)c(C(=O)Nc2ccccc2)c(O)c2ccccc21	6.2%	-11.1
CCN(CC(=O)Nc1c(F)cccc1F)C(=O)c1ccc2c(c1)NC(=O)C(C)S2 (stereo not given)	?	·
COc1ccc(/C=C/C(=O)NCc2cccnc2)cc1	-4.8%	12.6
Cc1[nH]c2ccccc2c1C(=O)C(=O)NCCc1ccc(S(N)(=O)=O)cc1	?	·
CCCc1c(C(=O)N/N=C/c2c(OC)ccc3ccccc23)nnn1-c1nonc1N	?	·
Cc1cccc(NCc2nc(SCC(N)=O)n[nH]2)c1	13.9%	17.4
C=CCNC(=O)c1c(Cl)nc(C)c([N+](=O)[O-])c1C	-9.3%	-10.4
COC(=O)C1CCN(C(=O)COC(=O)c2cc(-c3cccs3)nn2-c2ccccc2)CC1	25.7%	·
NC(=O)CNC(=O)[C@@H]1CC2(CC(c3ccc(Cl)cc3)=NO2)CN1C(=O)c1ccccc1 (stereo not given in full)	-11.6%	6.7
CC(=O)Nc1ccc(N/C=C/C(=O)c2ccco2)cc1	i	-14.4
CCC(C(=O)Oc1c(C(C)C)cccc1C(C)C)c1ccccc1 (stereo not given)	?	·
COC(=O)c1ccc(C)c(NS(=O)(=O)c2ccc(OC)cc2)c1	?	·
CSc1nnnn1-c1ccc(Cl)cc1	?	·
Cn1c(=O)c2c(nc(CN3CCN(C(=O)c4ccco4)CC3)n2CCCc2ccccc2)n(C)c1=O	?	·
CC(C)(C)NC(=O)NC(=O)CSc1ncc(C(F)(F)F)cc1Cl	?	·
O=C(O)CCCCCn1c(SCC(=O)N2CCCC2)nc2ccsc2c1=O	10.8%	4.2
CCN(C(=O)CSc1n[nH]c(-c2ccccc2)n1)c1c(N)n(Cc2ccccc2)c(=O)[nH]c1=O	-14.4%	-0.3
CC(CN(C)Cc1ccccc1)OC(=O)c1cccc(F)c1 (stereo not given)	?	·
CSCCC(NC(=O)c1cc([N+](=O)[O-])ccc1Cl)C(=O)O (stereo not given)	4.0%	-1.1
CCCc1n[nH]c2c1/C(=N\OCC)CC(C)(C)C2	-0.4%	-19.2
CCc1nnc(NC(=O)C2CCN(S(=O)(=O)c3ccc(C)cc3)CC2)s1	1.8%	7.9
COc1ccc(C(CNC(=S)NCc2ccccc2)N2CCCC2)cc1 (stereo not given)	?	·
O=C(N/N=C/c1ccc2c(c1)OCO2)c1cccc(NC(=O)c2ccccc2Cl)c1	?	·
CCCC(c1nnnn1CCC(C)C)N1CCC(C(N)=O)CC1 (stereo not given)	?	·
Cc1cc(CN2CCN(CC(=O)Nc3cc(Cl)ccc3-n3cncn3)CC2)no1	?	·
Cc1ccc(S(=O)(=O)c2c(N)n(CCN3CCOCC3)c3nc4ccccc4nc23)cc1C	?	·
Cc1ccc(NC(=O)CSCc2cc(=O)n3nc(C4CC4)sc3n2)cc1	i	-14.5
CC(C)(C)N(NC(=O)Nc1ccc(Cl)cc1)C(=O)c1ccccc1	?	·
COC(=O)N/N=C/c1ccc(-c2ccc(Cl)c(Cl)c2)o1	-0.4%	3.7
CCOC(=O)Nc1sc(C)c(C)c1C(=O)OCC	27.5%	·
CCOc1ccc(-n2c(SCc3ccc(C(=O)OC)o3)nc3c(c2=O)SCC3)cc1	?	·
CCOc1ccc(S(=O)(=O)NCCC(=O)N(C)Cc2cccs2)cc1	-5.6%	-1.4
CCCCCCCNC(=O)CN1N=C(c2ccc(C)cc2)CCC1=O	4.2%	17.5
CCOC(=O)c1nn(-c2ccccc2F)c(-c2ccccc2)c1C(=O)c1ccccc1	?	·
COc1ccc(CCn2c(C)cc(C(=O)COC(=O)c3cnc(C)cn3)c2C)cc1	?	·
CCN(CC)c1ccc(NC(=O)c2[nH]c(C)c(C(C)=O)c2C)c(C)c1	i	·
CCN(Cc1ccccc1)C(=O)c1ccc(Cl)cc1[N+](=O)[O-]	?	·
CCc1noc(C)c1C(=O)N(C)CC(=O)Nc1ccccc1Br	?	·
O=C(/C=C/c1ccccc1)NCCc1ccccc1	13.8%	-5.4
Cc1cc(C)cc(OCC(=O)OCc2nnc(-c3ccccc3)o2)c1	-6.9%	-9.5
CCN1C(=NCCc2ccc(Br)cc2)N[C@@H](c2ccccc2)[C@H](C(=O)OC)[C@H]1C	-24.9%	9.0
O=C1c2ccccc2C(=O)c2c1ncn2-c1ccccc1	10.4%	0.5
O=C1NC(c2ccccc2)Nc2c1sc(=S)n2-c1ccccc1 (stereo not given)	0.2%	-3.0
O=C1CSc2ccc(C(=O)NCC(c3ccco3)N3CCCCC3)cc2N1 (stereo not given)	-19.3%	·
Cc1nnc(SCC(=O)Nc2sc3c(c2C#N)CCCCC3)n1N	i	·
CC(=O)Nc1ccc(NC(=O)c2c(C)nc3ccccn23)cc1	?	·
CCCn1c(N)c(N(CCOC)C(=O)c2ccc(C#N)cc2)c(=O)[nH]c1=O	i	-5.3
CC(C)c1ccc(CNC(=O)C2CC(=O)N(C3CCCCC3)C2)cc1 (stereo not given)	-18.9%	-25.0
CCN(CC)S(=O)(=O)c1ccc(NC(=O)c2ccc(Cl)nc2)cc1	-5.1%	-11.2
COc1ccc(C(=O)Nc2cccc(OC(=O)c3ccc(C)c(C)c3)c2)cc1	?	·
CC1(C)Cc2cccc(OCC(=O)OCC(=O)NCc3ccc(F)cc3)c2O1	?	·
